# FEN1 inhibitor: inhibitors of human flap endonuclease 1. Potency, µM (highest dose often 114 µM), for the others: top-dose activity change, negative = inhibition, most hits filed as inhibitors. AID 588795. Recombinant FEN1 flap cleavage, fluorescence, 15 min. actives 0.35% (n = 390,000); note: nearly all actives have a fitted effect of over 65% in size
# Target sequence (P39748 whole entry, looked up): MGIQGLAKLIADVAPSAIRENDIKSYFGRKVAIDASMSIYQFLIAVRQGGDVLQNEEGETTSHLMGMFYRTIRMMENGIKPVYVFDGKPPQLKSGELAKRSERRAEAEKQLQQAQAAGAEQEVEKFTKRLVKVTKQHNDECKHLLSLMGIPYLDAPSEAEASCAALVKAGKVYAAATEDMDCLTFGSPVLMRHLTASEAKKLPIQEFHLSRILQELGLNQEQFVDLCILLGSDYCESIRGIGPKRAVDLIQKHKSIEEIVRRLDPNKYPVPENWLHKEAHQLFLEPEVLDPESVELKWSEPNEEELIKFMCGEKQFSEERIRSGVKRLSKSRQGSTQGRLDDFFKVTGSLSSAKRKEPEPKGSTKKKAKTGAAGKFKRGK
#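 Nuclease activity of 10 nM FEN1 was measured after 15 min of room-temperature exposure to titrated compounds, by adding 50 nM flap substrate and reading plates at 0 and 15 min.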
# TDP1 block: TDP1 (human) enzyme inhibition | Q9NUW8 | recombinant TDP1, AlphaScreen DNA substrate cleavage | Potency, µM (top dose mostly 130 µM), for the others: top-dose activity change, negative = inhibition, usual class: inhibitors | actives 0.28% (n = 350,000); note: nearly all actives have a fitted effect of over 40% in size
# Target sequence (Q9NUW8 whole entry, looked up): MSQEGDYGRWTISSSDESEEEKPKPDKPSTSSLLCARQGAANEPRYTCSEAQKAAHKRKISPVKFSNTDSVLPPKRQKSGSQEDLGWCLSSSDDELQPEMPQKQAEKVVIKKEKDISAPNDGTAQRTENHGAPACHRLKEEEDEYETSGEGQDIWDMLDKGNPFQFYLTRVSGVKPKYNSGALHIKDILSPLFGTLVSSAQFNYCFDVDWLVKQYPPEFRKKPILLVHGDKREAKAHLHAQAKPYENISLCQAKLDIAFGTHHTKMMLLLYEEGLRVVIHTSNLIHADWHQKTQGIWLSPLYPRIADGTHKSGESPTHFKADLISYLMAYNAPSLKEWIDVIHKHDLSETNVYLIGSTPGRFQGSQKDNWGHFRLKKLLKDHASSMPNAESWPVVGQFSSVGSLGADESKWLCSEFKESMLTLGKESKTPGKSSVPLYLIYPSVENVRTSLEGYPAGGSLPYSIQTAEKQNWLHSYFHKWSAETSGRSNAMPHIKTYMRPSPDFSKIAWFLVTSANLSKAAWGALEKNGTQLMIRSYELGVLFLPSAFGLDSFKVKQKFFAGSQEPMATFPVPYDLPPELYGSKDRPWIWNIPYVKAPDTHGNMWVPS
#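 Steps: enzyme plus compound, 15 min RT; add biotin/phosphotyrosine-FITC oligonucleotide (15 nM final), react 5 min; add donor/acceptor beads (10 ug/ml final), 10 min; read AlphaScreen. Tdp1 at 1 nM final.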
# N370S GC: inhibitors or activators of N370S glucocerebrosidase for Gaucher disease. P04062. N370S GC spleen homogenate, 4MU-glucoside fluorescence. Potency, µM (series often up to 59.4 µM), without a hit: at the top dose activity change, negative = inhibition, usual class: inhibitors. actives 0.092% (n = 330,000);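 note: 0% = full enzyme activity and -100% = no enzyme basal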
# An asterisk follows results filed as active; ? = inconclusive; . = not tested or not shown; & = joins results of further samples; [ ] = another dose, or the depositor's remark. Calls come from the whole dose curve; as a rule, active = well fitted curve in the direction sought with a large enough effect; inconclusive = small, poorly fitted or top-dose-only effect, or another doubt; inactive = no such curve, though single readings can be large; an effect the other way counts as inactive or inconclusive. Unless noted, % is set by controls: 0 for no effect and ±100 for the full control effect; potency is the fitted concentration of half-maximal effect. Hits appear at their usual frequency. Share with any hit: about 0.53%.
1) CCNC(=O)N(C)C[C@H]1N[C@@](C)(C(=O)OC)[C@H]2C(=O)N(Cc3ccccc3)C(=O)[C@@H]12
2) S=c1nn[nH]n1C12CC3CC(CC(C3)C1)C2
3) CCCc1ccc(-c2ccc(C(=O)Oc3ccc(OCC)cc3)cc2)nc1
4) COc1ccc(CCc2nnc(CCC(=O)NCc3cc(C(C)C)no3)o2)cc1
5) COC(=O)CCCCCCCCC(O)C[N+]1(C)CCOCC1 (stereo not given)
6) c1ccc(Cn2c(NCc3ccco3)nc3ccccc32)cc1
Compound	1	2	3	4	5	6
FEN1 inhibitor	-4%	-9%	-13%	-3%	9%	-12%
TDP1 block	2%	0%	-3%[12.3 µM]	4%	4%	8%
N370S GC	.	6%	.	-1%	3%	5%

7) COc1cccc(/C=C/C(=O)OCC(=O)NCCNC(=O)COC(=O)/C=C/c2cccc(OC)c2)c1
8) COc1ccccc1CN1CC(C(=O)NCCc2ccccc2Cl)CCC1=O (stereo not given)
9) Cc1cc(C)n2nc(SCn3nnc4ccccc4c3=O)nc2n1
10) O=C(c1ccc2oc(CCc3ccccc3)nc2c1)N1CC[C@H](O)C1
11) COc1ccc(CSc2nnc(NC(C)=O)s2)cc1[N+](=O)[O-]
12) COc1cc(C(=O)OC2CC[C@]3(C)C4CCC5[C@]6(O)CC(O)[C@]7(O)C(CN8CC(C)CCC8[C@]7(C)O)[C@]6(O)C[C@@]53O[C@]24O)cc(OC)c1OC (stereo not given in full)
Compound	7	8	9	10	11	12
FEN1 inhibitor	-2%	24%	-3%	21%	-1%	.
TDP1 block	1%	1%	0%	1%	1%	10%[56.1 µM]
N370S GC	.	-6%	5%	0%	0%	0%

13) CC12CCC(C(=O)N(CSC(=S)N/N=C\c3ccccc3O)C1=O)C2(C)C (stereo not given)
14) COc1ccc(-n2nnnc2SC(C)C(=O)NC2CCCC2)cc1 (stereo not given)
15) Cc1ccccc1NC(=O)NCCCN1CCN(C2CCCCC2)CC1
16) O=C(CSc1ccc(Cl)cc1)Nn1cnnc1
17) COc1ccccc1CNC(=O)c1cnc2sccn2c1=O
18) O=C(/C=C/c1ccco1)NCC1CCCO1 (stereo not given)
Compound	13	14	15	16	17	18
FEN1 inhibitor	-15%	-2%	0%	19%	8%	2%
TDP1 block	-8%	0%	-2%	4%	2%	0%
N370S GC	1%	.	3%	3%	?	-3%

19) CCOC(=O)Nc1sc(C)nc1-c1ccccc1
20) CC(C)(C)OC(=O)N1CCC(c2c(C(=O)NCc3ccccc3)cnn2-c2cccc(F)c2)CC1
21) Cc1ccc(CN(c2ccc(C(=O)NCC3CCCO3)cc2)S(C)(=O)=O)cc1 (stereo not given)
22) Cc1ccc(C)c(OCCC(=O)NCCc2ccc(F)cc2)c1
23) CCOc1ccccc1NC(=O)COc1ccc2ccc(=O)oc2c1
24) CC(C)(C)c1ccc(OCC(O)CS(=O)(=O)c2ccccn2)cc1 (stereo not given)
Compound	19	20	21	22	23	24
FEN1 inhibitor	-1%	-22%	2%	14%	11%	4%
TDP1 block	0%	6%	5%	-3%	.	0%
N370S GC	5%	.	2%	-4%	-1%	-2%

# Compound profiles, as listed above. Order of values: FEN1 inhibitor	TDP1 block	N370S GC
# c1ccc(Cn2c(NCc3ccco3)nc3ccccc32)cc1 is entered as -12%	8%	5%
# COc1ccc(CSc2nnc(NC(C)=O)s2)cc1[N+](=O)[O-] is entered as -1%	1%	0%

# (list continues)
25) O=C(OCC(=O)N1CCCC1)c1cc2c(cc1[N+](=O)[O-])OCCO2
26) CC[C@]12c3[nH]c4ccccc4c3CCN1C(=O)C(CC(=O)NCc1ccco1)C[C@@H]2C(=O)N1CCN(C(=O)C2CC2)CC1 (stereo not given in full)
27) Cc1ccc2cc(C(c3nnnn3C3CCCC3)N3CCOCC3)c(=O)[nH]c2c1C (stereo not given)
28) O=[N+]([O-])c1cc([N+](=O)[O-])c(Oc2ccc(F)cc2F)cc1NN1CCCCC1
29) CC1=C(C(=O)OC(C)C)C(c2cccnc2)C2=C(CC(C)(C)CC2=O)N1 (stereo not given)
30) CCCn1c(=S)[nH]c2sc3c(c2c1=O)CCCC3
Compound	25	26	27	28	29	30
FEN1 inhibitor	13%	-9%	-13%	11%	-6%	-11%
TDP1 block	1%[56.1 µM]	1%	8%	.	6%	.
N370S GC	.	.	8%	-5%	25%	1%

31) CC1CN(C(=O)CCC(=O)N2CCN(c3cccc(C(F)(F)F)c3)CC2)c2ccccc2O1 (stereo not given)
32) CC(C)(C)c1ccc(OCCNC(=S)NC(=O)c2cccnc2)cc1
33) O=C(COC(=O)Cc1c(Cl)cccc1Cl)Nc1ccc2[nH]c(=O)[nH]c2c1
34) CCOc1ccccc1-n1c(SC(C)C(=O)NCC2CCCO2)nc2ccccc2c1=O (stereo not given)
35) CC(C)c1ccc(Nc2nc3c(S(=O)(=O)c4ccc(Br)cc4)nnn3c3ccsc23)cc1
36) C#CCOCCOCCOCCNc1nc(N2CCN(C(=O)[C@H](CCC(=O)O)n3cc(C(N)CO)nn3)CC2)nc(N2CCN(C(=O)[C@H](Cc3cc4ccccc4[nH]3)n3cc(C(N)[C@H](C)CC)nn3)CC2)n1 (stereo not given in full)
Compound	31	32	33	34	35	36
FEN1 inhibitor	-26%	2%	-12%	-16%	9%	-21%
TDP1 block	5%	2%	-13%	1%	5%	3%
N370S GC	1%	4%	-4%	.	.	-10%

37) CCOC(=O)C/C(N)=N/NC(=O)c1ccc(Cl)cc1Cl
38) COc1cccc(CN(C)CC(=O)Nc2c(C)cccc2C(C)C)c1
39) COc1ccc(Nc2ncnc3onc(C)c23)c(OC)c1
40) CC(=O)c1cc(F)c(N2CCN(C(=O)Cc3ccccc3)CC2)cc1C
41) CCCSCCCNC(=O)c1ccc(NC(=O)C2=CSCCO2)cc1
42) Cc1ccc(OCC(=O)NCCO)cc1C
Compound	37	38	39	40	41	42
FEN1 inhibitor	-1%	2%	-3%	-10%	-4%	-11%
TDP1 block	8%	8%	-1%	-4%	3%	2%
N370S GC	-1%	-14%	.	1%	4%	2%

43) O=C(C1CCN(Cc2ccc(F)cc2)CC1)N1CCN(C/C=C/c2ccccc2)CC1
44) CC1(C)Oc2ccc3ccc(=O)oc3c2/C(=C/O)C1=O
45) CCOc1cc(N2CCOCC2)c(OCC)cc1NC(=O)COC(=O)c1ccc(Cl)nc1
46) Cc1cccc(NC(=O)COC(=O)c2ccc3c(c2)OCO3)c1C
47) O=C(CSc1nccn1Cc1ccc(Cl)cc1)Nc1ccc2c(c1)OCCO2
48) CC(C)(C)N(Cc1ccccc1)C(=O)COC(=O)CCN1C(=O)C2CC=CCC2C1=O (stereo not given)
Compound	43	44	45	46	47	48
FEN1 inhibitor	-1%	0%	-8%	-3%	-10%	0%
TDP1 block	0%	1%	-4%	3%	10%	1%
N370S GC	-7%	?	.	-1%	.	3%

49) Cc1cc2oc(=O)cc(-c3ccccc3)c2c(C)c1-c1ccc(O)cc1
50) Cc1c(NC(=O)c2ccc(S(=O)(=O)N3CC(C)OC(C)C3)cc2)c(=O)n(-c2ccccc2)n1C (stereo not given)
51) COc1ccc(-c2cnc(NCc3ccc(C)cc3)n2C)cc1
52) COc1cccc(-c2nc(SCC(=O)NCC3CCCO3)c(-c3ccc(C)cc3)[nH]2)c1 (stereo not given)
53) Cc1ccccc1C(=O)N1CCC(C(=O)N(CC(C)C)c2c(N)n(Cc3ccccc3)c(=O)[nH]c2=O)CC1
54) O=C(COC(=O)c1ccc(O)cc1O)Nc1ccc(Cl)cn1
Compound	49	50	51	52	53	54
FEN1 inhibitor	-23%	22%	-8%	6%	-3%	15%
TDP1 block	1%[56.1 µM]	4%	1%	5%	0%	3%
N370S GC	?	-1%	.	.	1%	-18%

55) CN(C)S(=O)(=O)c1ccc(NC(=O)Cc2ccc(S(=O)(=O)N3CCOCC3)s2)cc1
56) CC(=O)c1ccc(N2CCN(C(=O)CCn3cnc4onc(-c5ccc(F)cc5)c4c3=O)CC2)cc1
57) COc1cccc(N(CC(=O)NC2CCCCC2)C(=O)CCC(=O)Nc2nccs2)c1
58) CC1CCN(Cc2cc(=O)oc3ccc4ccccc4c23)CC1
59) COc1cc(Cl)cc(CN2CCC(CCC(=O)NC3CC3)CC2)c1OC
60) Cc1ccc(/C=N/Nc2ccc(F)cc2)s1
Compound	55	56	57	58	59	60
FEN1 inhibitor	10%	13%	-4%	-18%	-9%	-13%
TDP1 block	2%	6%	-2%[0.0935 µM]	-3%	.	.
N370S GC	-4%	.	-7%	0%	1%	-7%

61) CN(Cc1cnccn1)C(=O)CC1C(=O)NCCN1CC(c1ccccc1)c1ccccc1 (stereo not given)
62) COc1ccccc1NS(=O)(=O)c1cc(C(=O)NCC(c2ccco2)N2CCCCC2)ccc1C (stereo not given)
63) OCC1OC(C#Cc2ccccc2)C=CC1O (stereo not given)
64) CCOC(=O)c1c(NC(=O)CSc2nnnn2CC)sc(C)c1C
65) O=C(Nc1cc(S(=O)(=O)N2CCOCC2)ccc1N1CCOCC1)c1c(F)cccc1Cl
66) FC(F)(F)c1ccc(Cl)c(N/N=C/c2ccc(N3CCOCC3)s2)c1
Compound	61	62	63	64	65	66
FEN1 inhibitor	-2%	-11%	.	-20%	1%	-7%
TDP1 block	.	.	8%&7%&9%[21 µM]	4%	1%	8%
N370S GC	-6%	?	4%&-5%&-11%[12.8 µM]	?	.	-15%

# Some of the entries so far, with the structure last.
nr	FEN1 inhibitor	TDP1 block	N370S GC	SMILES
50	22%	4%	-1%	Cc1c(NC(=O)c2ccc(S(=O)(=O)N3CC(C)OC(C)C3)cc2)c(=O)n(-c2ccccc2)n1C (stereo not given)
51	-8%	1%	.	COc1ccc(-c2cnc(NCc3ccc(C)cc3)n2C)cc1
52	6%	5%	.	COc1cccc(-c2nc(SCC(=O)NCC3CCCO3)c(-c3ccc(C)cc3)[nH]2)c1 (stereo not given)
53	-3%	0%	1%	Cc1ccccc1C(=O)N1CCC(C(=O)N(CC(C)C)c2c(N)n(Cc3ccccc3)c(=O)[nH]c2=O)CC1
54	15%	3%	-18%	O=C(COC(=O)c1ccc(O)cc1O)Nc1ccc(Cl)cn1
55	10%	2%	-4%	CN(C)S(=O)(=O)c1ccc(NC(=O)Cc2ccc(S(=O)(=O)N3CCOCC3)s2)cc1
56	13%	6%	.	CC(=O)c1ccc(N2CCN(C(=O)CCn3cnc4onc(-c5ccc(F)cc5)c4c3=O)CC2)cc1
57	-4%	-2%[0.0935 µM]	-7%	COc1cccc(N(CC(=O)NC2CCCCC2)C(=O)CCC(=O)Nc2nccs2)c1
58	-18%	-3%	0%	CC1CCN(Cc2cc(=O)oc3ccc4ccccc4c23)CC1
59	-9%	.	1%	COc1cc(Cl)cc(CN2CCC(CCC(=O)NC3CC3)CC2)c1OC
60	-13%	.	-7%	Cc1ccc(/C=N/Nc2ccc(F)cc2)s1
61	-2%	.	-6%	CN(Cc1cnccn1)C(=O)CC1C(=O)NCCN1CC(c1ccccc1)c1ccccc1 (stereo not given)
62	-11%	.	?	COc1ccccc1NS(=O)(=O)c1cc(C(=O)NCC(c2ccco2)N2CCCCC2)ccc1C (stereo not given)
63	.	8%&7%&9%[21 µM]	4%&-5%&-11%[12.8 µM]	OCC1OC(C#Cc2ccccc2)C=CC1O (stereo not given)
64	-20%	4%	?	CCOC(=O)c1c(NC(=O)CSc2nnnn2CC)sc(C)c1C

# Following part
67) COc1ccc(Cc2noc(CN(C)CCN3CCc4ccccc4C3)n2)cc1OC
68) CCN(c1ccc(NC(=O)COC(=O)c2ccc(S(=O)(=O)N3CCCC3)cc2)cc1)C(C)C
69) O=C(c1ccccc1Cc1ccccc1)N1CCN(S(=O)(=O)c2ccccc2)CC1
70) O=C(c1n[nH]c(=O)c2ccccc12)N1CCN(c2ccccc2)CC1
71) COc1cccc2cc(-c3nnc(SCC(=O)NCCc4ccccc4)n3C)oc12
72) CCc1ccc2oc(C(=O)Nc3ccccc3OC)cc(=O)c2c1
Compound	67	68	69	70	71	72
FEN1 inhibitor	-13%	-4%	-14%	4%	-4%	-1%
TDP1 block	8%	3%	4%[56.1 µM]	7%	7%	5%
N370S GC	7%	-27%	0%	-8%	-1%	.

73) CC(C)(C)c1nn2cnnc2n(/N=C/c2ccc(O)cc2)c1=O
74) CC(C)Oc1cccc(C(=O)C2CCCN(C(=O)c3cncs3)C2)c1 (stereo not given)
75) COc1ccc(C2CCN(CC(=O)N(C)C)CC2O)cc1 (stereo not given)
76) CCOc1cc(C2c3c(-c4ccccc4)n[nH]c3C(=O)N2c2ccc(C(=O)O)cc2)ccc1O (stereo not given)
Compound	73	74	75	76
FEN1 inhibitor	7%	-14%	23%	-4%
TDP1 block	3%	6%	3%	7%
N370S GC	18%	-16%	-26%	6%
